Screens: PubChem BioAssay, National Center for Advancing Translational Sciences (NCATS)
Tb PYK inh: blocks Trypanosoma brucei pyruvate kinase. Q57TT1. TbPYK enzyme, Kinase-Glo Plus ATP luminescence, 45 min. Potency, µM (highest dose often 76.8 µM), for inactives: at the top dose activity, negative = inhibition, usual class: inhibitors. 410,000 tested, 0.12% active; further: nearly all actives have a fitted effect of over 50% in size
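T. brucei PYK with substrate was exposed to pin-transferred compounds across a concentration series, then started with 130 uM ADP (final). After 45 min at room temperature, Kinase-Glo Plus luminescence was read, normalized and curve-fitted.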
AMA1 RON2 block: disrupts binding of P. falciparum AMA1 to RON2; AlphaScreen AMA1-biotinylated RON2 peptide binding; Potency, µM (highest dose often 58.2 µM), inactives show at the highest dose activity change, negative = inhibition, most hits filed as inhibitors; 360,000 tested, 0.2% active;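 further: 0% = vehicle wells and -100% = peptide control; nearly all actives have a fitted effect of over 45% in size; some results filed as inactive show a strong effect at the top dose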
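AMA1 (3D7) with his tag at 25 nM final met compounds first, then biotinylated RON2 peptide at 25 nM; detection used donor plus acceptor beads, 10 µg/mL apiece, read by AlphaScreen after 30 min at room temperature.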
* = called active by the depositor; u = inconclusive; [ ] = another dose, or the depositor's remark. The call rests on the fitted dose curve; in most records, active means well fitted curve in the direction sought with a large enough effect; inconclusive means small, poorly fitted or top-dose-only effect, or another doubt; inactive means no such curve, though single readings can be large; an effect the other way counts as inactive or inconclusive. Unless noted, on the % scale 0 is the no-effect control and ±100 the full control effect; potency means the concentration at half of the fitted maximal effect.

SMILES	Tb PYK inh	AMA1 RON2 block
CC(C)C[C@@H](CNCC(=O)[C@H](C)NC(=O)c1[nH]cnc1C(=O)N[C@H](CN)CC(C)C)NC(=O)c1nc[nH]c1C(=O)N[C@@H](C)C(=O)O	-4.0%	94.3%[activator]
CC(C)C[C@@H](COCc1ccc(C(F)(F)F)cc1)N1CCN(C(=O)c2ccc(C(F)(F)F)cc2)CCC1=O	1.2%	1.2%
C#CCOCCOCCOCCNc1nc(N2CCN(C(=O)[C@H](CCCCN)n3cc(CC(C)O)nn3)CC2)nc(N2CCN(C(=O)[C@H](Cc3ccc(O)cc3)n3cc(CCO)nn3)CC2)n1 (stereo not given in full)	-1.0%	8.1%
CC(C)COC(=O)N1CCCCC1c1cc(C(=O)Nc2ccc3c(c2)OCO3)no1 (stereo not given)	3.4%	-12.9%
O=C1C2CCCCN2C(=O)N1CCN1CCN(c2cccc(Cl)c2)CC1 (stereo not given)	-1.0%	-2.6%
CCCCN1CCCCC1(C)C(=O)NCc1cccs1 (stereo not given)	-7.4%	-5.1%
CN(C)c1cccc(CNC(=O)c2ccc3sc([C@H]4C[C@H](O)[C@@H](CO)O4)nc3c2)c1	-7.3%	-5.2%
O=S(=O)(c1cccc(C(F)(F)F)c1)N1c2ccccc2-n2cccc2C1c1cccnc1 (stereo not given)	-1.5%	-9.2%
Cc1cccc(-n2ncc3c2CCCC3NC(=O)c2cccs2)c1C (stereo not given)	1.0%	6.0%
CC(=O)c1c(C)[nH]c(C(=O)OCC(=O)NNC(=O)c2ccc([N+](=O)[O-])cc2)c1C	-1.3%	46.5%[activator]
Oc1ccc(C[C@H]2CNC(=S)N2CC2CCCN2C[C@H](Cc2ccc(O)cc2)N2C[C@H](Cc3ccc(O)cc3)N(CC3CCCCCC3)C2=S)cc1 (stereo not given in full)	-5.6%	25.4%
COC(=O)C1N[C@@H]([C@@H](NC(=O)COc2ccccc2)C(=O)Nc2ccc(OC)cc2)SC1(C)C (stereo not given in full)	-5.9%	-1.3%
COc1ccccc1Cn1c(=S)[nH]c2cc(C(=O)N3CCCC(C)C3)ccc2c1=O (stereo not given)	-5.4%	128.0%[activator]
NC(=O)C1CCN(c2nc3ccccc3nc2NS(=O)(=O)c2ccc(Br)cc2)CC1	-6.8%	-22.9%
COc1ccc(NC(=O)C2(C)CCCN(C(C)C)C2)cc1F (stereo not given)	-0.3%	14.3%
Cc1noc(C)c1S(=O)(=O)N(C)C[C@H]1Oc2c(NC(=O)Nc3ccc(C(F)(F)F)cc3)cccc2C(=O)N([C@H](C)CO)C[C@@H]1C	-3.2%	-7.4%
CC(Oc1ccc(Cl)cc1C(N)=O)C(=O)N1CCc2ccccc21 (stereo not given)	1.4%	-6.9%
C[C@H](CO)N1C[C@H](C)[C@@H](CN(C)S(=O)(=O)c2cccs2)Oc2ccc(NC(=O)CCC(F)(F)F)cc2C1=O	2.9%	13.0%
O=C(Nc1ccc2c(c1)OCCO2)C1c2ccccc2OCC(=O)N1C1CC1 (stereo not given)	-7.4%	0.8%
O=C(Nc1nnc([C@@H]2C[C@H](O)[C@@H](CO)O2)s1)c1cccc(OC(F)(F)F)c1	-1.3%	2.8%
C[C@H](CO)N1C[C@H](C)[C@@H](CN(C)C(=O)c2ccccc2)OCc2cnnn2CCCC1=O	-0.8%	-1.3%
Cc1ccc([C@@H]2C[C@H]3[C@@H](CN2S(=O)(=O)c2ccc(Cl)cc2)C(=O)C[C@@H](c2ccccc2)N3S(=O)(=O)c2ccc(C)cc2)cc1	7.7%	2.6%
COc1ccc(NC(=O)COC(=O)CC2CCCC2)cc1	-1.5%	12.4%
COCCNC(=O)c1c(CSc2ccc(Cl)cc2)noc1C(=O)NCc1ccccc1	-4.6%	15.5%
CC(=O)Nc1cc(-c2ccccc2N(C)C)cn2c(-c3cccc(C(F)(F)F)c3)cnc12	0.4%	-18.8%

Going on with the list:
SMILES	Tb PYK inh	AMA1 RON2 block
COc1ccc(-c2cnc(C(O)c3ccccc3)[nH]2)cc1 (stereo not given)	4.5%	3.9%
CCOc1ccc2nc(NCCCNS(=O)(=O)c3ccc(F)cc3)c(C#N)cc2c1	4.9%	26.0%
CCCCC1Cc2[nH]c(=S)[nH]c(=O)c2C(c2cccc3ccccc23)O1 (stereo not given)	-4.5%	101.8%[activator]
CC(=O)Nc1cc2c3ccccc3n(C)c2cc1[N+](=O)[O-]	4.4%	-19.6%
Cc1ccc(NC(=S)NC(=O)C2CCCCC2)c(Br)c1	43.4%[activator]	31.7%[activator]
COc1cccc(CNC(=O)COC(=O)/C=C/c2ccc(SC)cc2)c1	-11.8%	8.3%
CCOC(=O)N1CCN(C(=O)c2[nH]c(C(F)(F)F)nc2-c2ccccc2)CC1	-8.2%	18.9%
CCCCNC(=O)C1(C)CCCCN1C(=O)c1ccc2c(c1)CCO2 (stereo not given)	10.3%	-4.6%
COc1ccc(C(CNC(=O)CNC(=O)c2cccc(C)c2)N2CCCCC2)cc1 (stereo not given)	2.0%	4.2%
O=C(Cc1ccccc1)CC(CC(=O)c1ccccc1)c1ccccc1 (stereo not given)	2.0%	11.6%
COc1ccc(CCN2C(=O)c3ccccc3C2c2nnnn2Cc2ccccc2)cc1OC (stereo not given)	-7.4%	0.0%
CCCCN1CC[C@H]2C=CC[C@@H](C(=O)Nc3ccc(Cl)c(C(F)(F)F)c3)[C@H]2C1=O	1.2%	32.0%[activator]
COc1ccc(S(=O)(=O)N2CCCCCC2)cc1NC(=O)CN1C(=O)CNC1=O	-0.7%	-1.7%
CN(C)CCN1C(=O)c2cccc3cc([N+](=O)[O-])cc(c23)C1=O	-2.1%	-17.4%
COc1ccc(-c2ccc3oc(-c4ccc(OC)cc4)c(C#CC4(O)CCCCC4)c3c2)cc1	0.8%	-2.8%
Cc1noc(C)c1S(=O)(=O)Nc1ccc2c(c1)C(=O)N([C@H](C)CO)C[C@H](C)[C@@H](CN(C)C(=O)NC1CCCCC1)O2	1.3%	7.3%
CC(=O)OC1CC(OC2C(O)CC(OC3C(O)CC(OC4CCC5(C)C(CCC6C5CCC5(C)C(C7=CC(=O)OC7)C(O)CC65O)C4)OC3C)OC2C)OC(C)C1OC1OC(CO)C(O)C(O)C1O (stereo not given)	-8.9%	-4.6%
CSc1ncnc2c1ncn2CCCNCCc1ccccn1	-1.0%	52.5%[activator]
CCOC(=O)c1cccc(NC(=O)c2c(NCc3ccccc3)[nH]c(=O)[nH]c2=O)c1	-8.5%	8.7%
CCC1(CC(C)C)C(=O)NC(=S)NC1=O	4.4%	-15.7%
CC(=O)Nc1cccc(/C(C)=N/Nc2ccc(S(=O)(=O)Nc3ccccc3C(=O)O)cc2[N+](=O)[O-])c1	6.5%	u
CN(C)c1cccc(CNC(=O)c2csc([C@@H]3O[C@H](CO)[C@H](O)[C@H](O)[C@H]3O)n2)c1	-0.7%	-3.1%
COc1ccc(Cn2cc(CN3CC(N4CC=CC4)CS3(=O)=O)nn2)cc1 (stereo not given)	-0.9%	-4.2%
CCOC(=O)c1ncccc1NC(=O)CC(=O)Nc1cccnc1C(=O)OCC	3.6%	14.1µM*
Nc1ccc(-c2cnc(N)c(C(=O)c3cccnc3)n2)cn1	-5.2%	-5.8%

Retrieved by compound from above (5):
SMILES	Tb PYK inh	AMA1 RON2 block
CCCCC1Cc2[nH]c(=S)[nH]c(=O)c2C(c2cccc3ccccc23)O1 (stereo not given)	-4.5%	101.8%[activator]
COc1ccc(S(=O)(=O)N2CCCCCC2)cc1NC(=O)CN1C(=O)CNC1=O	-0.7%	-1.7%
CCOc1ccc2nc(NCCCNS(=O)(=O)c3ccc(F)cc3)c(C#N)cc2c1	4.9%	26.0%
CCOC(=O)c1ncccc1NC(=O)CC(=O)Nc1cccnc1C(=O)OCC	3.6%	14.1µM*
CCOC(=O)c1cccc(NC(=O)c2c(NCc3ccccc3)[nH]c(=O)[nH]c2=O)c1	-8.5%	8.7%

The results go on:
SMILES	Tb PYK inh	AMA1 RON2 block
O=S(=O)(c1cccc2ccccc12)N1CCC2CC1c1cc(Cl)ccc12 (stereo not given)	3.1%	-1.1%
CCCCCCC(=O)N1CCN(c2cc3c(cc2F)c(=O)c(C(=O)O)cn3CC)CC1	0.0%	-24.1%
Cc1ccc(S(=O)(=O)N2[C@@H](c3ccc(C(C)(C)C)cc3)C(C(=O)O)=CC[C@H]2c2ccc(Cl)cc2)cc1	1.3%	-6.9%
COc1ccc(Cl)cc1Nc1cc(C)nc2ccccc12	3.2%	-8.4%
COC(=O)C[C@H]1C[C@H]2c3cc(NC(=O)Cc4ccncc4)ccc3O[C@H]2[C@@H](CO)O1	7.7%	-2.6%
O=C1NC[C@H](CCCCN2CCN(CC3CCCCC3)C(=O)C2=O)N(CCC2CCCCC2)C1=O	0.9%	2.8%
O=C(NCCOc1ccccc1Cl)c1ccc2c(c1)S(=O)(=O)c1cc(Cl)ccc1C2=O	-0.9%	-3.5%
C=CCOC(=O)c1ccccc1C(=O)OCC1CO1 (stereo not given)	0.7%	-4.1%
O=C1NC[C@H](Cc2ccc(O)cc2)N(C[C@@H]2CCCN2C[C@H](Cc2ccc(O)cc2)N2C[C@H](Cc3ccccc3)N(CCc3ccccc3)C(=O)C2=O)C1=O	3.3%	7.2%
COc1ccc(-c2coc3c(C(=O)NCCc4ccccc4)cccc23)c(C)c1	2.2%	-15.5%
CC(=O)N1Cc2cnnn2-c2ccccc2C1(C#N)Cc1ccccc1 (stereo not given)	-3.0%	8.2%
NC1=NC2OC(CO)C(O)C2O1 (stereo not given)	-2.9%	11.6%
CC(N)c1csc(Nc2ncccn2)n1 (stereo not given)	1.4%	109.6%[activator]
Cc1c(C(=O)NCc2ccc3c(c2)OCCO3)sc(=O)n1Cc1ccc(C(=O)N(C)C)cc1	0.6%	-0.6%
COC(=O)c1cc(OC)c(OC)cc1NC(=O)CCN1C(=O)C2CCCCC2C1=O (stereo not given)	-3.2%	16.0%
CC(C)N(C)c1ncnc2c1ncn2[C@H]1CN(CCc2ccccc2)C[C@@H](CO)O1	-11.2%	-3.3%
O=C(COc1ccccc1)Nc1ccc(F)cc1	4.6%	-0.7%
CCN(c1ccccc1)S(=O)(=O)c1ccc(OC)c(NC(=O)c2cc(F)c(F)c(F)c2F)c1	-2.7%	5.8%
CN(Cc1cccc(F)c1)C(=O)c1ccc(S(=O)(=O)N2CCCCCC2)cc1	-1.1%	8.3%
Nc1cccc2c1C(=O)c1ccc(Cl)cc1C2=O	7.8%	u
Nc1nccc(N2CCCCC2)n1	0.4%	-6.0%
O=S(=O)(N[C@H](CO)c1ccccc1)c1ccc(Br)cc1F	4.5%	6.3%
CCOC(=O)c1c(C)[nH]c(C(=O)COC(=O)c2cccnc2Cl)c1C	2.3%	19.6%
O=C(NCCc1ccc2c(c1)OCCO2)c1cc(S(=O)(=O)N2CCCC2)ccc1Br	-12.8%	-15.5%[11.6 µM]
COc1ccc(/C=C/C(=O)OCC(=O)NC2CCCCCC2)cc1	1.7%	-4.3%

(further entries)
SMILES	Tb PYK inh	AMA1 RON2 block
C[C@@H]1CN([C@@H](C)CO)S(=O)(=O)c2ccc(Br)cc2O[C@@H]1CN(C)Cc1cccnc1	-14.1%	14.8%
CCN1C(=O)[C@H]2[C@H]3CN=C(SCc4ccccc4)N3[C@@](C)(C(=O)OC)[C@H]2C1=O	-0.5%	-0.7%
C[C@@H](OC(=O)c1[nH]cnc1C(=O)N1CCN(C(=O)OC(C)(C)C)CC1)c1ccccc1	4.9%	-3.6%
OC[C@@H]1CN(Cc2cccnc2)C[C@H](n2cnc3c(N4CCOCC4)ncnc32)O1	5.7%	8.1%
CNc1cncc(-c2ccccc2NC(C)=O)n1	-0.8%	8.0%
CCOC(=O)C1=CCN(S(=O)(=O)c2ccccc2Cl)C1c1cccc(Br)c1 (stereo not given)	-10.8%	-1.5%
CC1(C(=O)NS(=O)(=O)c2cccc(Cl)c2)CCN1C(=O)C1(c2ccc(Cl)cc2)CCC1 (stereo not given)	3.7%	11.3%
COc1ccccc1-c1cccc([C@@H]2C[C@H]3[C@H](CON3C)CN2C(=O)C(C)(C)C)c1	-5.3%	19.6%
Cn1c(-c2ccccc2)cc(=O)cc1-c1ccccc1	-1.8%	0.3%
COc1cc(C(=O)N2CCCC(c3cc(C(=O)NCc4ccc(F)cc4)no3)C2)cc(OC)c1C (stereo not given)	-0.4%	-13.8%
Cc1ccc(S(=O)(=O)NCc2cccc([N+](=O)[O-])c2)cc1	-1.7%	-7.4%
O=C(CNCc1ccco1)Nc1cc(S(=O)(=O)N2CCOCC2)ccc1N1CCOCC1	-1.3%	6.8%
O=C(OCc1ccccc1)N1CCC2CC1c1cc(-c3ccc(F)cc3)ccc12 (stereo not given)	3.3%	12.8%
COc1ccccc1-c1cccc(-c2nc(C(=O)Nc3nccs3)cc3c2[C@@H](CCO)N(C(=O)CC2CC2)C3)c1	2.5%	85.6%[activator]
COc1ccc(-c2coc3c(C(=O)NCC(C)C)cccc23)c(C)c1	-2.7%	-6.3%
O=C1OC(c2cc(Br)c(O)c(Br)c2)c2ccccc21 (stereo not given)	-4.2%	5.7%
CCCSc1ncnc2[nH]ncc12	-0.7%	12.4%
CC1CCCCC1NC(=O)COC(=O)c1cc(=O)[nH]c2ccccc12 (stereo not given)	0.1%	0.5%[11.6 µM]
Cc1c(C(=O)N2CCN(c3ccccn3)CC2)sc2ncnc(N3CCN(c4ccccc4)CC3)c12	-4.7%	-2.3%

Not all compounds are listed. The share of hits here may be higher or lower than overall.
